Screening results from PubChem BioAssay.
XiGFP reactiv = reactivates the inactive X chromosome in mouse fibroblasts; XiGFP mouse fibroblasts, % GFP-positive cells imaging, 3 d; cells co-treated with 5-aza-dC sensitizer; scaled so ellipticine positive control = 100%; activation, % at 7.58 µM; 0.055% of 360,000 active; AID 743238;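 active = mean normalized replicate activation at least 10% and every replicate at or above 10%; inconclusive = only one of the two criteria met; inactive = mean below 10% and not all replicates reach 10%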;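 also: 0% = median of on-plate neutral control wells and 100% = ellipticine 6 µM median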
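System: 68-5-11 XiGFP fibroblast line; Timing: 3 days compound exposure; Compound dosing: one concentration, pinned; Benchmarks: positive control ellipticine, 6 µM final; Buffer or medium: DMEM containing 5-aza-dC.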
CFTR F508del cor = correctors of CFTR F508del function in bronchial epithelial cells. CFBE cells, YFP halide quenching; stimulated with forskolin plus potentiator P3; % fluorescence drop versus neutral controls. activity (quench increase), % at 7.58 µM. 0.36% of 350,000 active;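 active = mean added fluorescence quench of at least 8% versus neutral control, with both replicates also reaching 8%; inconclusive = only one of the mean or replicate conditions met; inactive = mean below 8% and not both replicates reaching 8%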;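 also: cells transiently co-express mutant CFTR-F508del with the halide-sensitive YFP; corrector assay measuring rescue of mutant channel to the surface after 24 h compound exposure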
INS-1E GSIS act = GLuc luminescence reporter in INS-1E cells, primary screen for activators of glucose-dependent secretion of insulin | activation, % at 16.6 µM | INS-1E GLuc reporter insulin secretion, 2-3 h | AID 743287 | 0.61% of 370,000 active;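 active = lowest replicate activation of at least 40%, so every replicate reaches that level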;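 also: 0% = median of neutral control wells and 100% = median of IBMX positive control wells; some compounds called inactive have numbers as strong as hits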
RAD54 branch = blocks human RAD54 Holliday junction branch migration; AID 602329; 0.14% of 360,000 active; Q92698; FAM/BHQ fluorescence; inhibition, % at 10.4 µM;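 active = mean normalized replicate activity at least 40 and at least half of replicates scoring 40 or more; inconclusive = only one of the two criteria met; inactive = mean below 40 and under half of replicates reaching 40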;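 also: 0% = median of neutral control wells and 100% = median of positive control wells; inhibitors cause a drop in the FAM fluorescence signal; in these data hits start at about 50%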
DENV2 CPE rescue = protects cells from dengue virus 2 cytopathic effect; DENV2-infected cells, cytopathic effect rescue, plate reader; CPE inhibition, % at 9.99 µM; 1.7% of 350,000 active; AID 651640; in the data active = CPE inhibition above about 20%, passing the limit was not always enough; inconclusive = no clear call, values can overlap the other calls; tested in BHK-21 cells;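 also: 0% = median of neutral control wells and 100% = median of positive control wells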
RAD52 inh = blocks human RAD52 DNA annealing; P43351; recombinant RAD52 DNA annealing, FRET fluorescence; inhibition, % at 18.7 µM; 0.46% of 360,000 active;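 active = every replicate showing at least 50% inhibition; inconclusive = mean inhibition at least 50% but not in every replicate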
Target sequence (P43351 whole entry, looked up): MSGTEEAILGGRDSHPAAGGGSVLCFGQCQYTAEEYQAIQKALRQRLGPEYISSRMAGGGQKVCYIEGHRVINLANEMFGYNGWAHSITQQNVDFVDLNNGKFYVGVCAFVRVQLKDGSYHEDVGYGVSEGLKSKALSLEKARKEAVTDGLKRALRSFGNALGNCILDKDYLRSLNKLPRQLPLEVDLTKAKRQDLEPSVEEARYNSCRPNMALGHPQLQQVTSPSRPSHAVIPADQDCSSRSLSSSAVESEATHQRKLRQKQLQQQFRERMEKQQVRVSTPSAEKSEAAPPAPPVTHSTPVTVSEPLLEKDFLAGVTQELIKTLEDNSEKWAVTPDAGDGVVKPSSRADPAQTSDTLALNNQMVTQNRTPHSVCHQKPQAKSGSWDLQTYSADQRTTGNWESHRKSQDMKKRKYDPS
Casp6 inh = blocks human caspase-6 cleavage activity | purified caspase-6, Z-VEID-R110 cleavage fluorescence | AID 686996 | 0.53% of 350,000 active | inhibition, % at 12.5 µM;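 active = mean inhibition across replicates at least about 35%, with every replicate also reaching that limit, limit read from the data; inconclusive = only one of the two criteria met; inactive = neither criterion met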;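 also: 0% = median of neutral control wells and 100% = no fluorescence left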
Target sequence (P55212 24-179 limits assumed): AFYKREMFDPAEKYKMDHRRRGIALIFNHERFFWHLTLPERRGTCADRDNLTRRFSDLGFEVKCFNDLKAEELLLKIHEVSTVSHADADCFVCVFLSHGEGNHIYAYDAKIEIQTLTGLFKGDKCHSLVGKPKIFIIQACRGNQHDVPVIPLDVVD
Target sequence (P55212 194-293 limits assumed): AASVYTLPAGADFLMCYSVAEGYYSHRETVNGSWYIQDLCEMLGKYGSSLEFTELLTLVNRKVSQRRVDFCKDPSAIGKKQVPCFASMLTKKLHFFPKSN
E-selectin induc = E-selectin induction on HUVECs. activation, % at 7.58 µM. HUVEC E-selectin immunofluorescence imaging; normalized: neutral wells 0, TNF-alpha wells 100. AID 686992. 0.37% of 260,000 active. P16581;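 active = mean E-selectin-positive cell signal at least 10% of the positive control, reached in at least 60% of replicates, without over 20% cell loss; inconclusive = no rule given, readout overlaps actives, possibly toxicity-flagged; inactive = the rest, including those meeting only one limit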;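 also: in these data hits start at about 27%; measured in HUVEC primary endothelial cells; signal is the percent of cells scored E-selectin positive by PE staining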
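Assay system: HUVEC, human umbilical vein endothelial cells / Amount: 3,000 HUVEC/well / Controls: TNF-alpha positive control, DMSO neutral control / Compound dosing: single concentration / Medium: EGM-2 over gelatin coat / Evaluation: percent E-selectin-positive cells / Signal: immunofluorescence imaging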
Numbers without * were called inactive; ? = inconclusive; . = not tested or not shown; & = joins results of further samples. Random draw from the library; about 3.7% have a hit in one of these screens.

SMILES	XiGFP reactiv	CFTR F508del cor	INS-1E GSIS act	RAD54 branch	DENV2 CPE rescue	RAD52 inh	Casp6 inh	E-selectin induc
C[C@H](NC(=O)[C@H](Cc1ccccc1)n1c(=O)[nH]c2ccccc2c1=O)C(=O)N1CCC[C@H]1C(=O)O	.	-0.6	16.2	-2.7	?	3.2	-4.0	.
Cc1cc2cc(CNC(=O)Nc3cccc(Cl)c3)ccc2n1C	0.2	-2.1	7.8	-3.3	2.7	-38.2	-4.9	32.9*
COc1ccccc1N(Cc1ccccc1)S(=O)(=O)c1cccc(C(=O)Nc2cc(C)ccn2)c1	0.0	0.2	16.5	-1.4	-4.8	-7.8	-16.2	-0.8
Cc1ccc(N2C(=O)C(Cl)=C(N3CCCCCC3)C2=O)cc1	1.4	-0.7	-1.3	4.0	-3.4	-40.1	4.7	0.4
C[C@@H]1CCCCO[C@H](CN(C)C(=O)c2ccccc2)[C@H](C)CN([C@H](C)CO)C(=O)c2cc(NC(=O)c3ccccc3)ccc2O1	0.1	-2.1	-14.7	5.3	1.7	-0.1	0.0	.
COc1ccc(NC(=O)N(C)C[C@H]2Oc3c(NC(=O)c4ccncc4)cccc3C(=O)N([C@@H](C)CO)C[C@H]2C)cc1	-0.4	-1.0	7.3	16.2	-5.8	-11.7	-2.2	0.3
C[C@@H]1CN([C@@H](C)CO)C(=O)c2cccc(NC(=O)NC3CCCCC3)c2O[C@H]1CN(C)Cc1ccc2c(c1)OCO2	-1.0	0.9	-12.1	6.7	-1.5	7.9	-1.4	0.0
C=CCNC(=S)N(Cc1ccccc1)Cc1ccc(F)cc1	0.0	4.2	-42.5	.	0.9	-14.7	-3.0	.
COc1ccc(NC(=O)N2CCCCN3[C@@H](CO)[C@H](c4ccc(-c5ccccc5F)cc4)[C@@H]3C2)cc1	0.0	1.6	-19.4	3.8	16.6	60.0*	1.9	0.0
CCOc1ccccc1N1CC(C(=O)Nc2ccc(C(=O)O)cc2)CC1=O (centres undefined)	.	.	24.2	2.6	.	-16.4	7.2	.
C[C@H]1CN([C@@H](C)CO)C(=O)c2cccc(NC(=O)CCCCCC(=O)Nc3ccccc3N)c2O[C@H]1CN(C)S(C)(=O)=O	-1.1	0.3	9.9	.	-3.1	12.4	-0.5	.
N#Cc1cccc(-c2ccc3c(c2)[C@H]2[C@H](CCN2S(=O)(=O)c2cccc(F)c2)[C@@H](CO)N3)c1	0.0	1.7	1.6	-2.8	8.5	13.7	-0.1	-0.5
CC(C)NC(=O)c1cc(C2CCCCN2C(=O)c2ccc(Cl)cc2)on1 (centres undefined)	0.1	-5.4	1.1	-2.7	11.0	-0.4	-2.2	-0.1
COc1cccc(C#Cc2ccc([C@@H]3[C@@H](CO)N4C(=O)CN(C(=O)Cc5ccccc5)C[C@H]34)cc2)c1	0.1	4.7	-31.5	.	4.0	-64.8	-0.5	0.1
CCCCC(=O)Nc1nnc(CCc2ccccc2)s1	0.0	-1.7	13.8	-2.5	15.7	-13.8	1.3	.
CC(C)[C@H](NC(=O)C1CCCC1)C(=O)N1CCC[C@H]1C(=O)NCCc1ccccc1Cl	0.0	-2.3	-13.9	.	-9.7	-16.6	-4.2	-0.2
Cc1ccccc1-n1c(=O)n(Cc2ccccc2)c(=O)c2[nH]cnc21	0.0	1.5	.	.	10.4	-12.6	2.3	0.7
CC(C)c1cc(C(=O)N2CCCC(CCC(=O)NCc3ccccc3F)C2)n(C)n1 (centres undefined)	0.2	-1.0	-1.4	-1.5	0.2	-6.6	-3.1	-1.3
COc1cccc(S(=O)(=O)Nc2ccc3c(c2)[C@@H]2C[C@@H](CC(=O)NCc4ccccc4F)O[C@H](CO)[C@@H]2O3)c1	0.0	2.3	-1.1	1.0	-5.4	-21.5	-3.1	0.0
CCn1c(CSc2ncn[nH]2)nc2cc(C(=O)O)ccc21	1.8	-1.0	-20.0	.	-0.3	-17.5	-2.2	.
Cc1ccc(CS(=O)Cc2ccc(C(=O)NCc3ccccc3)o2)cc1 (centres undefined)	0.0	0.1	43.4*	-3.7	-4.0	1.6	5.2	.
CN1OC[C@@H]2CN(S(=O)(=O)c3cccc4ccccc34)[C@H](c3ccc(N4CCCCC4)cc3)C[C@@H]21	0.2	-0.9	-17.4	-8.7	-0.5	-152.9	0.0	5.0
O=C(NNC(=O)c1ccc(=O)[nH]c1)c1ccc(NS(=O)(=O)c2cccs2)cc1	0.0	2.7	-0.3	1.4	17.1	1.9	2.8	-0.1
O=C(CSc1nnc(Cc2ccsc2)o1)c1ccccc1	-0.1	0.6	-0.7	-6.8	2.5	-3.4	-0.7	.
Cn1c(=O)c2ccccc2n(CC(=O)NC2CCCCC2)c1=O	0.0	-0.8	5.9	-3.6	-2.2	-2.6	-1.1	0.1
Later entries.
SMILES	XiGFP reactiv	CFTR F508del cor	INS-1E GSIS act	RAD54 branch	DENV2 CPE rescue	RAD52 inh	Casp6 inh	E-selectin induc
CC(=O)Nc1cccc(C(=O)OCC(=O)Nc2ccc(Cl)cn2)c1	-0.3	-2.2	-16.3	-0.1	55.8*	-22.2	-4.5	-0.8
Cc1cc2c(=O)oc(-c3ccccc3Br)nc2s1	-0.1	.	5.1	.	-1.0	-4.5	8.1	.
O=[N+]([O-])c1cc(C(F)(F)F)ccc1NC1CCN(Cc2ccccc2)C1 (centres undefined)	-0.1	0.7	-40.2	-13.2	4.5	-11.0	-3.3	-0.1
CC(=O)Nc1ccc(CN(C)c2c(C)nc3ccc(C(=O)NCCCn4ccnc4)cn23)cc1	-0.1	-1.0	-7.7	-5.1	?	-1.3	-47.7	-0.1
C[C@@H]1CN([C@H](C)CO)C(=O)c2cc(/C=C/c3ccccc3)cnc2O[C@@H]1CN(C)S(=O)(=O)c1cn(C)cn1	-0.6	.	-6.3	-2.3	-10.2	2.6	-7.2	0.0
O=C(O/N=C1\CCCc2ccccc21)c1ccc(F)cc1	.	.	.	1.8	.	-9.0	0.4	-1.8
Cc1cc2nc(-c3ccc(F)cc3)c(Cc3cccc(Cl)c3)n2c(C)c1Br	0.0	2.7	-14.4	.	-3.5	-12.5	0.7	0.9
CC1(C(=O)O)CCN1C(=O)c1ccccc1F (centres undefined)	0.0	3.3	.	1.7	16.1	-2.8	-4.4	.
CO[C@@H]1CN(C)C(=O)c2cc(NS(=O)(=O)c3ccccc3)ccc2OC[C@H](C)N(C(=O)NC(C)C)C[C@@H]1C	0.2	3.4	4.8	0.6	-3.3	-7.1	-2.6	0.1
O=C(C[C@@H]1C=C[C@H](NC(=O)Nc2cc(F)ccc2F)[C@@H](CO)O1)NCc1ccccn1	-0.6	-1.6	9.9	10.2	0.0	8.0	-3.0	-0.1
C[C@@H]1CCCCO[C@@H](CN(C)Cc2ccc3c(c2)OCO3)[C@@H](C)CN([C@H](C)CO)C(=O)c2cc(NC(=O)Cc3ccccc3)ccc2O1	0.0	-0.9	-15.5	2.6	-6.3	.	.	0.0
COc1cc(OC)c(/C=N/NC(=O)c2ccncc2)cc1Br	0.0	-1.6	15.7	.	-0.6	-1.5	.	.
N#C[C@H]1N[C@H](CO)[C@H]1c1ccc(C#CC2CCCC2)cc1	0.0	-0.9	8.9	-37.2	-7.7	-5.0	-5.3	-0.1
C[C@@H]1CN([C@H](C)CO)C(=O)Cc2cc(NC(=O)Nc3cccc4ccccc34)ccc2O[C@@H]1CN(C)C(=O)Nc1cccc2ccccc12	0.0	5.9	21.7	9.5	3.2	11.4	.	0.6
COc1cc2c(cc1Cl)C(=O)C(F)(c1ccccc1)C(=O)N2 (centres undefined)	0.1	0.2	-17.0	.	11.1	2.1	0.7	8.5
COCC(=O)N(C)C[C@H]1Oc2cc(C#Cc3cccnc3)ccc2S(=O)(=O)N([C@H](C)CO)C[C@H]1C	-0.2&0.1	-0.3&1.3&0.2	-6.3&3.4	-9.9&-9.3&-5.2	-8.7&-4.8&6.2	-4.3&4.1&4.5	-0.8&-0.6&0.6	0.4&-0.2
C[C@@H]1CCCCO[C@@H](CN(C)C)[C@H](C)CN([C@H](C)CO)C(=O)c2cc(NC(=O)NC3CCCCC3)ccc2O1	0.0	-1.9	2.3	7.3	?	-6.1	-4.1	0.1
O=C1CC(c2nc3ccccc3[nH]2)CN1Cc1ccccc1 (centres undefined)	0.2	-4.6	12.2	-4.8	14.3	-52.2	-2.3	0.8
CC1CCCN(C(=O)c2cc3ccccc3cc2O)C1 (centres undefined)	0.0	2.4	-32.3	1.7	-5.0	-13.4	1.4	0.1
Cc1ccc2oc(C(=O)Nc3ccc(S(=O)(=O)Nc4ncccn4)cc3)c(C)c2c1	0.0	1.6	.	-15.8	-9.1	-15.2	-1.2	-0.1
COc1ccc(S(=O)(=O)Nc2ccc3c(c2)C(=O)N([C@H](C)CO)C[C@@H](C)[C@H](CN(C)Cc2ccc(Oc4ccccc4)cc2)O3)cc1	-1.0	6.3	-10.3	7.0	3.2	20.8	-3.0	0.3
CCOC(=O)C1CCN(C(=O)CN(c2ccc3c(c2)OCCO3)S(C)(=O)=O)CC1	.	-0.2	0.3	5.0	-1.4	-4.5	-2.8	.
O=C(COC(=O)c1ccc(Cl)c(S(=O)(=O)N2CCOCC2)c1)NCc1ccco1	0.3	0.1	9.3	0.5	?	-6.0	2.8	0.1
NS(=O)(=O)c1ccc(CCNC(=O)c2ccc(Br)s2)cc1	0.4	2.1	-3.5	.	-11.5	-15.3	3.1	.
COC(=O)[C@]12C[C@H](CC(=O)NCc3cccc4ccccc34)C(=O)N(Cc3ccccc3)C1=C[C@H](C(C)(C)C)O[C@@H]2C	0.0	-1.8	20.5	.	-3.9	-30.8	-0.1	-0.4
Next part
SMILES	XiGFP reactiv	CFTR F508del cor	INS-1E GSIS act	RAD54 branch	DENV2 CPE rescue	RAD52 inh	Casp6 inh	E-selectin induc
O=c1c(-c2ccc(F)cc2)coc2cc(O)ccc12	.	.	-2.7	7.1	1.4	-1.3	3.9	.
COc1ccc(S(=O)(=O)NC(=O)C2(C)CCN2C(=O)Cc2ccccc2Cl)cc1OC (centres undefined)	0.3	0.1	8.9	2.0	1.8	1.0	0.1	0.0
Cc1c(Cl)cn2c(=O)cc(CN3CCN(c4ccccc4)CC3)nc2c1Cl	0.0	-0.4	.	-5.3	-0.6	-14.2	1.0	.
CSc1cccc(NC(=O)CCn2c(=O)c3cccn3c3cccnc32)c1	0.3	0.0	12.1	18.4	?	-1.1	1.5	.
COc1cc(N)c2ncccc2c1Cl	-0.2	5.6	.	-2.8	-1.1	5.6	55.6*	.
CO[C@@H]1CN(C)C(=O)c2ccc(NC(C)=O)cc2OC[C@@H](C)N(C(=O)CC2CC2)C[C@H]1C	-0.1	0.7	8.1	-10.4	13.7	-9.2	-1.4	0.0
COc1ccc(NC(=O)Nc2ccc(N3CCCC3=O)cc2)cc1OC	.	1.4	11.8	-7.6	-3.4	-4.6	-1.1	.
CC(=O)NC(C)c1cc(Cl)c2cccnc2c1O (centres undefined)	0.3	-1.6	.	-8.0	.	-15.3	3.5	0.1

Printed as active in Casp6 inh (from the list above):
SMILES,CFTR F508del cor,INS-1E GSIS act,DENV2 CPE rescue,RAD52 inh,Casp6 inh
COc1cc(N)c2ncccc2c1Cl,5.6,.,-1.1,5.6,55.6*
